Bioassay records from PubChem.
GPR55 antagonists – GPR55 antagonists blocking LPI-driven arrestin recruitment, primary screen, imaging, U2OS, beta-arrestin-GFP, LPI agonist (AID 2013). U2OS GPR55 beta-arrestin-GFP translocation imaging, LPI antagonism; higher % means a stronger effect. inhibition, % at 10 µM, or IC50 in µM where a hit was titrated. hit rate 0.13% among 290,000;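 active = spots per cell inhibited over 60%, with over 100 cells counted and total cytoplasm intensity under 500,000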;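 also: U2OS cells stably carrying GPR55 and arrestin-GFP stimulated by 5 µM LPI near EC80; imaged beta-arrestin-GFP aggregate spots per cell after agonist stimulation; plate controls were LPI-stimulated DMSO wells for no effect and DMSO wells without LPI for full effect; some results filed as inactive read as strong as hits; confirmed hits need IC50 under 10 µM and bright autofluorescent wells are also inconclusive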
KOR beta-arrestin-1 – KOR antagonists, beta-arrestin recruitment, cell-based, luminescence, uHTS (AID 1778) | inhibition, % at 10 µM, or IC50 in µM where a hit was titrated | hit rate 0.091% among 290,000 | KOR beta-arrestin recruitment, luminescence, antagonist mode; higher % means a stronger effect; also: strong numbers were not always called active
MgcRacGAP inhibition – MgcRacGAP GTPase-activating activity inhibitors, confirmation, biochemical, ADP Hunter fluorescence; AID 624330; hit rate 0.6% among 340,000; MgcRacGAP-stimulated Rac1 GTP hydrolysis, ADP Hunter fluorescence; higher % means a stronger effect; GST-tagged Rac1 F28L mutant substrate; one-dose inhibition, % at 30 µM; IC50 in µM for titrated hits;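 active = first-screen hits whose inhibition reached a set limit at any dose in the follow-up dose series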;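 also: fluorescence reports GDP produced by GAP-driven GTP hydrolysis; strong numbers were not always called active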
HIV fusion peptide – inhibitors of HIV fusion peptide binding, primary screen, biochemical, uHTS, fluorescence dequenching (AID 1986) | cell-free peptide binding, fluorescence dequenching, 30 min; higher % means a stronger effect | one-dose inhibition, % at 20 µM; IC50 in µM for titrated hits | hit rate 0.3% among 290,000; in the data active = inhibition mostly above about 52%, no sharp cut-off; inactive = mostly below about 76%; also: some results filed as inactive read as strong as hits
KOR beta-arrestin-2 – kappa opioid receptor activators – cell-based, luminescence, uHTS, primary screen (AID 1777). one-dose activation, % at 10 µM; EC50 in µM for titrated hits. KOR beta-arrestin recruitment, luminescence; higher % means a stronger effect. hit rate 0.02% among 280,000; in the data active = activation above about 50%, passing the limit was not always enough; also: a part of the inactive calls stands beside numbers as strong as those of hits
NOD1 NF-kB reporter – NOD1 signaling inhibitors, primary screen, cell-based, luminescence, uHTS (AID 1578) | hit rate 1% among 290,000 | inhibition, % at 4 µM; hits with a dose series show EC50 in µM | NOD1-driven NF-kB luciferase reporter cells, luminescence; higher % means a stronger effect; in the data active = inhibition mostly above about 36%, no sharp cut-off; inactive = mostly below about 34%;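 also: HEK-293T reporter cells stimulated with the NOD1 agonist gamma-tri-DAP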
GPR55 beta-arrestin – GPR55 agonists via beta-arrestin recruitment, primary screen, imaging, U2OS cells, beta-arrestin-GFP redistribution (AID 1961). U2OS GPR55 beta-arrestin-GFP redistribution imaging; higher % means a stronger effect. activation, % at 10 µM, or EC50 in µM where a hit was titrated. hit rate 0.048% among 290,000;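 active = activation above 40% with more than 50 cells counted in the well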;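 also: U2OS osteosarcoma cells stably expressing GPR55 and beta-arrestin-GFP; plate controls were DMSO negative control for no effect and LPI positive control for full effect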
NOD2 inhibition – NOD2 signaling inhibitors, cell-based, luminescence, uHTS, HEK293 (AID 1566); HEK293 NOD2/NF-kB luciferase reporter, luminescence; higher % means a stronger effect; inhibition, % at 4 µM, or EC50 in µM where a hit was titrated; hit rate 0.63% among 290,000; also: many of its hits are not listed in these tables
SV40 large T antigen – TAg ATPase/helicase activity blockers – biochemical (AID 1903) | hit rate 0.39% among 310,000 | SV40 large T antigen ATPase/helicase inhibition assay; higher % means a stronger effect | inhibition, % at 20 µM; hits with a dose series show IC50 in µM; in the data active = a potency from the dose series; also: strong numbers were not always called active
An asterisk follows results filed as active; nt = not tested or not shown; [ ] = another dose, or the depositor's remark. Rule as the data show it, unless noted: active = inhibition above about 50%; inactive = the rest.

SMILES	GPR55 antagonists	KOR beta-arrestin-1	MgcRacGAP inhibition	HIV fusion peptide	KOR beta-arrestin-2	NOD1 NF-kB reporter	GPR55 beta-arrestin	NOD2 inhibition	SV40 large T antigen
COC(=O)c1ccc(CN(c2ccccc2Cl)S(C)(=O)=O)cc1	15%	-8%	4%	3.1%	-1.9%	-25%	0.2%	14%	11%
CC(=O)c1c(C)[nH]c(C(=O)NCCc2c[nH]c3ccccc23)c1C	2%	-37%	8%	-2.5%	1.8%	0%	-0.1%	-16%	4%
COc1cc(CN2CCNC(=O)C2CC(=O)N(C)Cc2ncc[nH]2)cc(OC)c1 (configuration not stated)	6%	-11%[20 µM]	-7%	3.2%	nt	-26%	-0.1%	-4%	16%
C#CCOc1c(Cl)cc(C2C3=C(CCCC3=O)N(CC(=O)O)C3=C2C(=O)CCC3)cc1OC	1%	-11%[20 µM]	1%	4.6%	0.7%	0%	-0.3%	2%	5%
CC1CCN(S(=O)(=O)N2CCC(C(=O)O)CC2)CC1	3%	-2%	7%	-0.8%	4.3%	8%	-0.3%	12%	2%
COc1cc(CNc2nc3c(C)cc(C)cc3s2)ccc1O	18%	8%	26%	-1.9%	-7.0%	-1%	0.0%	25%	26%
Cc1ccc(NC(=O)/C(=C\c2ccccc2)NC(=O)/C=C/c2ccccc2)cc1	2%	-11%	10%	0.0%	5.1%	17%	0.0%	-8%	19%
COc1ccc(C(=O)/C=C2/C(=O)Nc3ccccc32)cc1	14%	3%	-1%	0.5%	4.8%	-3%	0.5%	18%	6%
CC(C)C(=O)Nc1ccccc1C(=O)OCC(=O)c1ccc2c(c1)OCCO2	13%	-77%	2%	2.2%	1.0%	-16%	0.1%	1%	15%
CC1CCCCC1NC(=O)COC(=O)c1ccc2c(c1Cl)C(=O)c1ccccc1C2=O (configuration not stated)	-1%	3%	1%	4.3%	3.2%	-17%	-0.3%	5%	8%
Cn1c(C(=O)NCC2CCCO2)cc2oc3ccccc3c21 (configuration not stated)	3%	4%	7%	-3.1%	6.6%	2%	0.2%	-1%	9%
N#CC1=C(c2ccccc2)/C(=C/c2ccccc2)OC1=O	5%	-102%	3%	1.5%	-4.8%	50%	-0.2%	-82%	36%
Cc1ccc(NC(=O)CS(=O)CC(=O)N(C(C)C(=O)NC2CCCCC2)C(C)(C)C)cc1 (configuration not stated)	-4%	-19%[20 µM]	2%	-1.9%	nt	-17%	-0.2%	3%	25%
COC(=O)c1sccc1NC(=O)CC1C(=O)NCCN1C(=O)Nc1ccc(C(F)(F)F)cc1 (configuration not stated)	2%	25%	7%	0.1%	1.6%	1%	-0.2%	5%	1%
CCN(C(=O)COC(=O)Cn1cnc2c1c(=O)n(C)c(=O)n2C)C1CCS(=O)(=O)C1 (configuration not stated)	8%	-17%	-2%	1.3%	17%	-24%	0.2%	6%	3%
O=C(CSc1ccc(-c2cccnc2)nn1)N1CCCCCC1	10%	-10%	2%	0.9%	-3.1%	-14%	-0.2%	10%	4%
COc1ccc(-c2ccc(OC)cc2C(=O)O)cc1	4%	28%	9%	-3.0%	1.0%	-6%	-0.2%	9%	1%
COc1cccc(C(=O)NCC2(c3ccccc3)CCCC2)c1	5%	-2%[20 µM]	4%	0.2%	nt	20%	0.0%	30%	7%
CCCOc1ccc(NC(=O)OC2CCN(C)CC2)cc1	8%	-24%	6%	-0.9%	3.6%	-35%	-0.5%	-3%	8%
CCNC(=O)CC1C(=O)N(CC)C(=S)N1NC(=O)c1cccnc1 (configuration not stated)	11%	-27%	-5%	1.4%	5.1%	-15%	0.1%	5%	14%
CCOC(=O)c1c(N)sc(C(O)(C(F)(F)F)C(F)(F)F)c1-c1ccccc1	3.7µM*	-22%	7%	2.8%	-1.6%	9%	-0.1%	9%	-6%
CSCCC(NC(=O)/C(=C\c1ccco1)NC(=O)c1ccco1)C(=O)O (configuration not stated)	4%	-22%[20 µM]	9%	2.5%	4.3%	0%	-0.4%	20%	6%
COc1ccc(NC(=O)NNC(=O)COc2ccc3ccccc3c2)cc1	7%	-12%	5%	1.4%	-0.3%	-34%	0.0%	-6%	13%
CCOC(=O)c1ccc2[nH]c3c(c2c1)CCCC3NC=O (configuration not stated)	1%	-36%[20 µM]	12%	-0.3%	1.1%	-35%	0.6%	-6%	8%
CCOC(=O)c1ccc(NC(=O)C2CC(=O)N=C(N)S2)cc1 (configuration not stated)	7%	-2%[20 µM]	-4%	0.7%	nt	-38%	-0.1%	2%	nt
O=C(NC1=NCCS1)C12CC3CC(CC(C3)C1)C2	-10%	-21%	-19%	-0.4%	-2.0%	-24%	-0.2%	-4%	23%
CC(C)NC(=O)NNc1c(Cl)cncc1Cl	10%	11%	nt	-1.9%	0.4%	-14%	-0.3%	5%	10%
O=S(=O)(c1cccc(Br)c1)N1CCN(c2ccnc3cc(Cl)ccc23)CC1	11%	23%	10%	-0.2%	1.8%	3%	-0.2%	19%	28%
CCN(CC)c1ccc(/C=N/NC(=O)c2cccc(S(=O)(=O)Nc3ccccc3OC)c2)cc1	13%	-6%[20 µM]	11%	12%	1.8%	4%	-0.1%	3%	6%
Cc1cc(C)c(S(=O)(=O)c2ccccc2C)c(Oc2ccccc2)n1	13%	-23%	3%	0.2%	-3.2%	-20%	0.7%	-14%	5%
COCCNC(=S)N/N=C/c1ccc2c(c1)OCCO2	10%	6%	13%	-1.3%	-5.8%	-13%	0.2%	10%	11%
CC(=O)NCCC(=O)N1CCCC(N2CCN(c3cccc(Cl)c3)CC2)C1 (configuration not stated)	11%	-16%[20 µM]	10%	0.5%	-3.6%	-24%	0.1%	-4%	9%
CSc1nc2ccccc2cc1/C=C(\C#N)c1ccc(Cl)c(Cl)c1	12%	-5%	8%	-0.3%	-3.0%	21%	-0.1%	12%	9%
COc1ccc(C(=O)/C=C/c2cccnc2)c(OC)c1	17%	-51%[20 µM]	15%	0.5%	-2.2%	-12%	0.2%	-16%	7%
COc1cc(OC)c(S(=O)(=O)NCc2ccco2)cc1S(=O)(=O)NCc1ccco1	-4%	6%	4%	-0.8%	-1.8%	-1%	-0.2%	2%	2%
CC(C)c1ccc(-c2noc(C3CCCN(C(=O)c4ccc(F)cc4F)C3)n2)cc1 (configuration not stated)	-7%	-11%	4%	1.1%	4.1%	45%	-0.1%	11%	-2%
O=C(c1ccc(COc2ccccc2Br)cc1)N1CCCCC1	1%	6%	9%	-1.5%	2.1%	-34%	-0.1%	-39%	-2%
COc1ccc(C2(O)CCN(C(=O)Cc3cccnc3)CC2)cc1	2%	39%	4%	-2.0%	-5.6%	-8%	-0.1%	11%	4%
CN(C)CCNc1nc2sc3c(c2c(=O)n1Cc1ccccc1)CCCCC3	6%	-24%	10%	-0.9%	4.4%	-9%	-0.1%	-11%	nt
c1ccc2c(c1)ncn2CCCOc1ccc2c(c1)CCC2	6%	-10%	-10%	-0.4%	-4.7%	-1%	-0.2%	1%	8%

Nine successive compounds out of the list so far:
SMILES	GPR55 antagonists	KOR beta-arrestin-1	MgcRacGAP inhibition	HIV fusion peptide	KOR beta-arrestin-2	NOD1 NF-kB reporter	GPR55 beta-arrestin	NOD2 inhibition	SV40 large T antigen
CC(=O)NCCC(=O)N1CCCC(N2CCN(c3cccc(Cl)c3)CC2)C1 (configuration not stated)	11%	-16%[20 µM]	10%	0.5%	-3.6%	-24%	0.1%	-4%	9%
CSc1nc2ccccc2cc1/C=C(\C#N)c1ccc(Cl)c(Cl)c1	12%	-5%	8%	-0.3%	-3.0%	21%	-0.1%	12%	9%
COc1ccc(C(=O)/C=C/c2cccnc2)c(OC)c1	17%	-51%[20 µM]	15%	0.5%	-2.2%	-12%	0.2%	-16%	7%
COc1cc(OC)c(S(=O)(=O)NCc2ccco2)cc1S(=O)(=O)NCc1ccco1	-4%	6%	4%	-0.8%	-1.8%	-1%	-0.2%	2%	2%
CC(C)c1ccc(-c2noc(C3CCCN(C(=O)c4ccc(F)cc4F)C3)n2)cc1 (configuration not stated)	-7%	-11%	4%	1.1%	4.1%	45%	-0.1%	11%	-2%
O=C(c1ccc(COc2ccccc2Br)cc1)N1CCCCC1	1%	6%	9%	-1.5%	2.1%	-34%	-0.1%	-39%	-2%
COc1ccc(C2(O)CCN(C(=O)Cc3cccnc3)CC2)cc1	2%	39%	4%	-2.0%	-5.6%	-8%	-0.1%	11%	4%
CN(C)CCNc1nc2sc3c(c2c(=O)n1Cc1ccccc1)CCCCC3	6%	-24%	10%	-0.9%	4.4%	-9%	-0.1%	-11%	nt
c1ccc2c(c1)ncn2CCCOc1ccc2c(c1)CCC2	6%	-10%	-10%	-0.4%	-4.7%	-1%	-0.2%	1%	8%

New compounds follow
SMILES	GPR55 antagonists	KOR beta-arrestin-1	MgcRacGAP inhibition	HIV fusion peptide	KOR beta-arrestin-2	NOD1 NF-kB reporter	GPR55 beta-arrestin	NOD2 inhibition	SV40 large T antigen
O=C(O)/C=C/c1ccc(S(=O)(=O)Nc2ccccc2C(=O)Nc2ccc(F)cc2)cc1	-16%	-5%	5%	10%	5.6%	-11%	0.2%	1%	0%
N#Cc1nc(-c2ccccc2F)oc1NCCc1ccccn1	7%	-11%	10%	1.9%	0.6%	-29%	-0.3%	-7%	1%
O=C(Nc1nncs1)C1c2ccccc2Oc2ccccc21	-3%	31%	2%	-1.2%	-9.8%	0%	-0.1%	5%	8%
O=C(Nc1nccs1)C(c1ccccc1)N1CCCCC1 (configuration not stated)	1%	-29%	8%	-0.5%	-4.7%	-13%	0.3%	9%	5%
N#Cc1nc(-c2ccccc2F)oc1NC1CCCCC1	1%	-7%	5%	3.6%	-3.9%	-26%	-0.1%	-13%	4%
COc1ccccc1OCc1nc(C#N)c(N2CCCC2)o1	-8%	-1%	6%	2.9%	-2.8%	13%	-0.1%	-20%	-1%
Cc1ccn2cc(-c3nonc3C)cc2c1	2%	9%	11%	25%	0.7%	-31%	-0.1%	-22%	15%
CCOC(=O)c1ccc(NC(=O)CCc2ccc(C)o2)cc1	4%	12%	9%	1.7%	-0.8%	3%	0.2%	2%	2%
COc1ccc(CCNC(=O)C(=O)NCC2OCCN2S(=O)(=O)c2ccc(C)cc2)cc1OC (configuration not stated)	5%	-36%[20 µM]	9%	-0.3%	2.2%	4%	0.0%	31%	-2%
CCOC(=O)c1ccc(NC(=O)N2CCN(C(=O)c3ccco3)CC2)cc1	5%	-42%[20 µM]	-4%	-0.1%	-1.1%	-40%	0.3%	12%	6%
Fc1ccc(NC(=S)Nc2ccc(Cl)cc2)cc1	6%	-13%	4%	-0.4%	5.2%	-20%	0.2%	-48%	14%
COc1cc(S(=O)(=O)NCc2ccccc2)ccc1-n1cnnn1	-6%	-18%	6%	-1.2%	-3.7%	-10%	-0.1%	2%	19%
Cc1cc(C)n(-c2cc(N3CCN(S(=O)(=O)c4ccc(Br)cc4)CC3)ccc2[N+](=O)[O-])n1	6%	-10%	7%	4.6%	-5.3%	-12%	0.6%	23%	26%

Not all compounds are listed; the hit share may differ from the screen's.
